Compound activity from PubChem BioAssay.
CR mimetic SO – caloric restriction mimetics inhibiting age-related superoxide in yeast | S. cerevisiae aged cells, superoxide DHE fluorescence; stronger effect = lower value | superoxide response (% of plate mean), % at 10 µM | actives 0.18% (n = 330,000) | AID 2690;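 active = superoxide response under a set limit, about three screen SD below normal, cut at about 65% in these data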;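 note: yeast aged for seven days with compound at 30 °C before DHE staining; 100% = average MFI of all compound-treated wells on the plate with controls excluded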
proCasp3 act – activates human procaspase-3; P42574; actives 0.11% (n = 330,000); recombinant procaspase-3 D3A, Ac-DEVD-pNA absorbance 405 nm; activation, % at 8.5 µM;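 active = activation above the mean of all tested compounds plus 3 SD, cut at about 21% in these data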;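 note: 0% = DMSO alone and 100% = DMSO wells spiked with extra 5 µM PC-3 D3A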
Target sequence (P42574 whole entry D9A/D28A/D175A): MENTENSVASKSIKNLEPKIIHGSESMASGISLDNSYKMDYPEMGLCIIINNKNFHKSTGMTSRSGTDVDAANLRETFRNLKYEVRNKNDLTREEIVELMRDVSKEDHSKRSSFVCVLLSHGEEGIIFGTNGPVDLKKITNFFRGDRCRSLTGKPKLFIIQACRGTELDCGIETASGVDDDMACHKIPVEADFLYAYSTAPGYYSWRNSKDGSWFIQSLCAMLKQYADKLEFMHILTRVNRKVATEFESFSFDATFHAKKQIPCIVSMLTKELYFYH
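System: Procaspase-3 D3A mutant. Medium: Zinc-free 300 mM NaCl, 50 mM HEPES, 0.01% Triton X-100. Schedule: 1 h preincubation plus 2 h reaction at 25 °C. Measured by: 405 nm absorbance of p-nitroaniline, reads at 0 and 120 min. Read-out: percent activation relative to control range.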
GASC-1 inh – blocks human GASC-1 demethylase activity; GST-JMJD2C(1-420) H3K9me3 demethylation, DELFIA europium; inhibition, % at 2.35 µM; actives 0.069% (n = 330,000);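 active = more than half of a compound's replicate wells show inhibition beyond 50%, single wells judged on their own value; inconclusive = some, but no more than half, of replicates pass 50% inhibition; inactive = no replicate passes 50% inhibition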;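 note: signal counts dimethyl H3K9 product captured on neutravidin plate; 0% = median of DMSO wells and 100% = 0.3 times that DMSO median; strong numbers were not always called active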
Target sequence (Q9H3R0 1-420 limits assumed): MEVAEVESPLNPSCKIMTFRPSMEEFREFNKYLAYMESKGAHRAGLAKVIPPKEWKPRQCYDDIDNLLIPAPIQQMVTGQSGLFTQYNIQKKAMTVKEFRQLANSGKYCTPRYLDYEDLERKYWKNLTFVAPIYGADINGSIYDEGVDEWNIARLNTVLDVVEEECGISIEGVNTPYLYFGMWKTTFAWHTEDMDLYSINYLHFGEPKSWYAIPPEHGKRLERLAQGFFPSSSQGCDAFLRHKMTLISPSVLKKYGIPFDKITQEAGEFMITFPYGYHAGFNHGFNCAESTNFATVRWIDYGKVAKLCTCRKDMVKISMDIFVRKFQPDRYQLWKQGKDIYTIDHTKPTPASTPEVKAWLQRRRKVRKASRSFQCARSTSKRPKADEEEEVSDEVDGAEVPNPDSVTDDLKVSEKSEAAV
RPL19A-GFP yeast – yeast TOR pathway RPL19A-GFP modulation; S. cerevisiae RPL19A-GFP strain, flow cytometry, 3 h; stronger effect = lower value; percent response vs DMSO, % at 10 µM; actives 0.3% (n = 330,000); AID 2025;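 active = percent response vs DMSO below 50%; inconclusive = fewer than 70 events counted for the yeast strain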;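 note: median channel GFP fluorescence of the barcoded RPL19A-GFP strain; ratio of sample median GFP to plate DMSO average so 100% = DMSO; lower means less RPL19A-GFP as with rapamycin TOR inhibition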
AHR act – activates the human aryl hydrocarbon receptor; P35869; AHR-responsive luciferase reporter cells, luminescence; activation, % at 5 µM; actives 2.5% (n = 320,000); AID 2796; in the data active = activation above about 47%;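 note: 0% = vehicle wells and 100% = reference agonist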
MEP2 TOR yeast – yeast TOR pathway MEP2-GFP modulation; S. cerevisiae MEP2-GFP strain, flow cytometry GFP, 3 h; 100% = DMSO control level; actives 0.51% (n = 330,000); AID 2016; GFP response vs DMSO, % at 10 µM;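 active = GFP response versus DMSO above a set limit, roughly screen mean plus 3 SD, cut at about 180% in these data; inconclusive = fewer than 70 cells counted for a yeast strain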;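 note: median GFP fluorescence of the barcode-gated MEP2-GFP cells per well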
procasp7 counter – counter-screen: procaspase-7 (human) activation; recombinant procaspase-7, Ac-DEVD-pNA absorbance 405 nm; D23A/D198A/D206A triple mutant, cannot self-cleave; scale: DMSO 0, 5 µM enzyme 100; actives 0.093% (n = 330,000); activation, % at 8.5 µM; AID 463210; P55210;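 active = percent activation above the screen-wide mean plus 3 SD, cut at about 25% in these data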
Target sequence (P55210 whole entry D23A/D198A/D206A): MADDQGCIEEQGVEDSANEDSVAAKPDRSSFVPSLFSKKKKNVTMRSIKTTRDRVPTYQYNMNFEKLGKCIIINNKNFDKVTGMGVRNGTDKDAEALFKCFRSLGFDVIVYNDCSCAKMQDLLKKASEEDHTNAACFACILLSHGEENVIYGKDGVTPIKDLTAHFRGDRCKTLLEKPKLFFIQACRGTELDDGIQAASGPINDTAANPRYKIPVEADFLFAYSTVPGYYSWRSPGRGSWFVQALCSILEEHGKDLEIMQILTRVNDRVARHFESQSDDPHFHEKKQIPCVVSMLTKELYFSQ
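Detection: p-Nitroaniline absorbance at 405 nm, read at 0 and 120 min; system: Uncleavable procaspase-7 mutant enzyme; evaluation: % activation from two-timepoint absorbance difference, scaled to controls; times: 1 h enzyme–compound preincubation and 2 h substrate reaction, both 25 °C; buffer or medium: Zinc-free HEPES pH 7.4 with 300 mM NaCl, 0.01% Triton X-100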
LAP4-GFP MLPCN – yeast TOR pathway LAP4-GFP modulation | S. cerevisiae LAP4-GFP multiplex, flow cytometry GFP, 3 h; median GFP as percent of DMSO wells | GFP response vs DMSO, % at 10 µM | actives 0.34% (n = 320,000);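 active = GFP response vs DMSO above a set limit, about the screen mean plus 3 SD, cut at about 150% in these data; inconclusive = under 70 cell events counted for the yeast strain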
* = called active by the depositor; ? = inconclusive; . = not tested or not shown; [ ] = dose if it differs, or a comment. No enrichment for hits; about 3.8% have a hit in one of these screens.

SMILES | CR mimetic SO | proCasp3 act | GASC-1 inh | RPL19A-GFP yeast | AHR act | MEP2 TOR yeast | procasp7 counter | LAP4-GFP MLPCN
COc1cccc(C(O)CC(N)=O)c1 (stereo not given) | 110 | 0 | -6 | 98 | -2 | 104 | 2 | 101
Cc1c(NC2=NC3(CCCCC3)Cc3ccccc32)c(=O)n(C)n1-c1ccccc1 | 80 | -4 | 17 | 98 | 5 | 100 | 3 | 92
CCOC(=O)C1CCN(C(=O)c2ccccc2NS(=O)(=O)c2ccc(C)cc2)CC1 | 101 | . | 8 | 104 | . | 96 | . | 66
COc1ccccc1OCC(=O)NC1CCSc2ccccc21 (stereo not given) | 438 | 3 | -4 | 94 | 7 | 94 | 2 | 96
Cc1ccc2c(c1)nnn2C1CCN(C(=O)Nc2ccccc2C)CC1 | 107 | -1 | 2 | 92 | -3 | 92 | 9 | 97
S=c1sc(SCCOc2ccccc2)nn1-c1ccccc1 | 88 | 0 | 1 | 92 | -1 | 110 | 13 | 122
CSc1ccc(CNc2ccc(C)cc2)cc1 | 90 | 5 | 4 | 98 | 0 | 98 | 0 | 105
COC(=O)C(=C/C(C)=C/c1cccnc1)C(=O)OC | 92 | 2 | -9 | 99 | -3 | 97 | -5 | 107
CCN(CC)CCN(Cc1cc2ccc(C)c(C)c2[nH]c1=O)C(=S)NCc1ccco1 | 93 | -4 | -1 | 103 | 5 | 98 | 11 | 104
O=C(Cc1ccccc1)NC(=S)Nc1cccc(C(F)(F)F)c1 | 88 | 6 | 0 | 92 | 15 | 92 | -2 | 97
COC(=O)c1ccccc1NS(=O)(=O)c1ccc(Cl)nc1 | 109 | 5 | 27 | 96 | 1 | 98 | -1 | 95
CN(C(=S)Oc1ccc(C(=O)Nc2ccccc2)cc1)c1ccccc1 | 104 | 4 | -1 | 108 | 4 | 107 | 14 | 108
O=C(Cn1c(=O)oc2ccccc21)Nc1nc(-c2ccc(Br)cc2)cs1 | 107 | -5 | 3 | 101 | 1 | 97 | 22 | 96
Cc1cc(Nc2cccc(C)c2C)n2ncnc2n1 | 109 | -6 | -1 | 100 | 8 | 99 | -3 | 98
CCOC(=O)c1c(NC(=O)CSc2nnnn2-c2ccccc2OCC)sc2c1CC(C)(C)NC2(C)C | 89 | 6 | 13 | 102 | 4 | 103 | 17 | 107
O=C(COc1nnc2ccccn12)N1CCN(S(=O)(=O)c2ccccc2)CC1 | 106 | -5 | 18 | 99 | 3 | 94 | -1 | 96
CCc1cccc(C)c1NC(=O)COC(=O)c1c2c(nc3ccccc13)/C(=C\c1cccs1)CCC2 | 120 | -19 | 5 | 98 | 2 | 100 | -19 | 91
Cn1cc(C(=O)O)c(-c2ccc3c(c2)OCCCO3)n1 | 103 | 1 | -17 | 97 | -1 | 104 | 10 | 86
CCOC(=O)/C=C/C(=O)Nc1ccc(S(=O)(=O)Nc2nccs2)cc1 | 112 | 4 | 3 | 108 | 0 | 104 | 3 | 91
COc1cc2c(cc1OC)C(c1ccccc1N)=NCC2 | 115 | 0 | 12 | 90 | 4 | 91 | 0 | 99
COC(=O)C1CCN(c2cc(=O)n(Cc3ccc(F)cc3)c(=O)[nH]2)CC1 | 94 | -6 | -1 | 90 | -1 | 95 | -9 | 95
CCCn1c(N)c(C(=O)NS(=O)(=O)c2ccc(C)cc2)c(=O)n(C)c1=O | 124 | 4 | -14 | 94 | 0 | 98 | 1 | 93
CCc1ccc(CNC(=O)C2CC(=O)N(CCc3ccc(C)cc3)C2)cc1 (stereo not given) | 83 | 6 | 0 | 96 | -2 | 99 | 5 | 101
CCC1(c2ccc(F)cc2)NC(=O)N(CC(=O)Nc2ccc3c(c2)OCCO3)C1=O (stereo not given) | 75 | 1 | 0 | 97 | 3 | 102 | 10 | 108
CCOC(=O)N1CCC(NC(=O)COc2cc(=O)n(C)c3ccccc23)CC1 | 119 | -6 | -22 | 96 | 4 | 88 | -14 | 82
Continuation.
SMILES | CR mimetic SO | proCasp3 act | GASC-1 inh | RPL19A-GFP yeast | AHR act | MEP2 TOR yeast | procasp7 counter | LAP4-GFP MLPCN
Cc1ccc(C)c(NC(=O)CCNS(=O)(=O)c2ccc3[nH]c(=O)oc3c2)c1 | 94 | -8 | 7 | 100 | -1 | 100 | -6 | 99
COC(=O)c1[nH]c(C)c(/C(O)=C2\C(=O)C(=O)N(CCN(C)C)C2c2ccccc2OC)c1C (stereo not given) | 105 | 2 | -46 | 99 | 13 | 98 | -1 | 97
O=C(COc1coc(CN2CCN(c3ccccc3)CC2)cc1=O)NCC1CCCO1 (stereo not given) | 85 | 1 | 1 | 95 | -1 | 90 | 0 | 112
COCC1CCCCN1C(=O)c1ccc(OC2CCN(Cc3ccccn3)CC2)cc1 (stereo not given) | 87 | 8 | -4 | 99 | -2 | 94 | 4 | 103
CCCCS(=O)CC(CS(=O)CCCC)OC(=O)c1ccc(C)cc1 (stereo not given) | 115 | 6 | -6 | 104 | 18 | 106 | 0 | 100
Cc1ccc(CN2CCN(Cc3cnn(-c4ccc(F)cc4)c3)CC2CCO)o1 (stereo not given) | 101 | -2 | 8 | 106 | 8 | 102 | -4 | 90
Cc1ccc(OCC(=O)NNC(=O)c2ccc(-n3cncn3)c([N+](=O)[O-])c2)cc1 | 102 | 3 | 0 | 101 | 2 | 108 | 12 | 115
COc1ccc2oc(C(=O)OCC(=O)N3CCC(C)CC3)c(C)c2c1 | 110 | 7 | 11 | 101 | -2 | 106 | 6 | 109
Cc1ccccc1/C=C/c1nc2ccccc2c(=O)[nH]1 | 91 | 3 | 9 | 100 | 70* | 101 | 11 | 108
O=C(COC(=O)C12CC3CC(CC(Br)(C3)C1)C2)Nc1c(F)cccc1F | 114 | -16 | 0 | 95 | 1 | 93 | -2 | 91
CC(=O)/C(N=Nc1cccc(C(F)(F)F)c1)=C(\C)O | 114 | -4 | 26 | 96 | 11 | 98 | -5 | 98
Cc1cc(O)ccc1N1C(=O)c2cccc3cc([N+](=O)[O-])cc(c23)C1=O | 87 | 10 | 2 | 98 | 1 | 100 | 9 | 96
CCN(CC)CC(=O)NC1CC(C)(C)Cc2c1cnn2-c1ccc(F)cc1 (stereo not given) | 127 | 6 | 7 | 102 | 0 | 106 | 7 | 93
COc1ccc(OC)c(NC(=O)c2ccc(NC(C)=O)cc2)c1 | 84 | 12 | -5 | 93 | 0 | 104 | -2 | 101
Cc1c(S(=O)(=O)N2CCCC2)c(=O)n(C)c(=O)n1C | 93 | -4 | 3 | 102 | 0 | 110 | 16 | 109
O=c1oc2ccccc2c(Nc2cccc3ccccc23)c1[N+](=O)[O-] | 99 | 3 | -2 | 98 | 44 | 96 | 4 | 107
O=S(=O)(Nc1cc(F)ccc1F)c1cccc2nsnc12 | 97 | 1 | 9 | 101 | 3 | 100 | 6 | 91
C=C(C)c1cccc(C(C)(C)NC(=O)N2CCN(c3ccccc3OC)CC2)c1 | 117 | 10 | 5 | 107 | 0 | 103 | -12 | 104
O=C(CCNS(=O)(=O)c1ccc(Br)cc1)NCc1cccs1 | 77 | 4 | -15 | 92 | -1 | 102 | -5 | 95
Cc1nc(CNS(=O)(=O)c2ccc3ccccc3c2)cs1 | 112 | 1 | 1 | 91 | -1 | 95 | -4 | 97
O=C(NNC(=S)NC1CCCCC1)c1ccccc1Cl | 93 | 6 | -1 | 104 | -1 | 140 | -4 | 127
CCOc1ccc(NC(=S)N2CCn3c(nc4ccccc43)C2)cc1 | 96 | 4 | 9 | 104 | 0 | 100 | -2 | 91
FC(F)(F)c1ccc(Cl)c(NC(=S)N/N=C/c2ccccc2Cl)c1 | 96 | 1 | 31 | 96 | 42 | 96 | 1 | 107
COc1cc(C(=O)O)c2ccccc2n1 | 91 | -5 | -8 | 94 | 3 | 98 | -13 | 98
COc1ccccc1CCNC(=O)Cn1ccc2cc(S(=O)(=O)N3CCCC3)ccc21 | 106 | 1 | -4 | 98 | 3 | 102 | 12 | 94

Full records, quoted from the list. Order of values: CR mimetic SO	proCasp3 act	GASC-1 inh	RPL19A-GFP yeast	AHR act	MEP2 TOR yeast	procasp7 counter	LAP4-GFP MLPCN
`Cc1ccc(OCC(=O)NNC(=O)c2ccc(-n3cncn3)c([N+](=O)[O-])c2)cc1` is listed with 102	3	0	101	2	108	12	115
`O=C(COc1coc(CN2CCN(c3ccccc3)CC2)cc1=O)NCC1CCCO1` (stereo not given) is listed with 85	1	1	95	-1	90	0	112
`Cc1cc(O)ccc1N1C(=O)c2cccc3cc([N+](=O)[O-])cc(c23)C1=O` is listed with 87	10	2	98	1	100	9	96
`COCC1CCCCN1C(=O)c1ccc(OC2CCN(Cc3ccccn3)CC2)cc1` (stereo not given) is listed with 87	8	-4	99	-2	94	4	103

(next part)
SMILES | CR mimetic SO | proCasp3 act | GASC-1 inh | RPL19A-GFP yeast | AHR act | MEP2 TOR yeast | procasp7 counter | LAP4-GFP MLPCN
COc1ccc(/C=C2\COc3ccccc3C2=O)cc1OC | 96 | -13 | -6 | 97 | -1 | 95 | 6 | 110
Cc1cccc(NC(=O)CSCc2cc(=O)n3c(C)csc3n2)c1C | 132 | 4 | -38 | 96 | 17 | 100 | -13 | 96
COc1ccc2c(c1OC)C(=O)OC2N1C(=O)CC[C@H]1C(=O)NCC1CCCO1 (stereo not given in full) | 129 | 7 | -5 | 97 | 0 | 102 | 7 | 102
CC(=O)N(C)c1ccc(NC(=S)Nc2cccc3ccccc23)cc1 | 105 | -15 | 15 | 105 | 36 | 106 | -15 | 102
Cn1c(SCc2nnc3n2CCCCC3)nc2ccccc21 | 87 | -4 | -4 | 96 | 2 | 104 | 10 | 92
O=C(OCC(=O)N1CCC(Cc2ccccc2)CC1)c1ccccc1O | 108 | -4 | -1 | 95 | -1 | 91 | 4 | 96
O=C(O)CCCC(=O)Nc1ccccc1SCCS(=O)(=O)c1ccc(Cl)cc1 | 100 | . | -1 | 97 | . | 111 | . | 94
Cc1cc(C(=O)NNc2ccc(Cl)cc2)no1 | 103 | 3 | 8 | 117 | 4 | 120 | 7 | 113
Clc1ccc(Cn2ccc(C3CC3)n2)cc1 | 84 | 4 | -19 | 108 | 3 | 104 | 0 | 109
CN(C)S(=O)(=O)c1ccc2c(c1)nc(CCC(=O)NCCc1ccc(Cl)cc1)n2C | 102 | -2 | 6 | 98 | 3 | 105 | 2 | 110
Cc1cccc(Nc2nc(OCC#N)nc(N(C)C)n2)c1 | 97 | 1 | 33 | 103 | 31 | 112 | 1 | 101
COc1cc(SC)ccc1C(=O)OCC(=O)NCCC1=CCCCC1 | 103 | -5 | 4 | 99 | 2 | 103 | 0 | 111
COc1ccc(NC(=O)c2cc(SC)ccc2Cl)cc1 | 105 | 4 | -1 | ? | 1 | 94[may fluoresce red] | -3 | 95[may fluoresce red]
COC(=O)c1sc2nc(C)cc(-c3ccccc3)c2c1N | 96 | -6 | 2 | 94 | -3 | 90 | 7 | 101
O=C(/C=C/c1ccccc1)N1CCC[C@H]1CO | . | 6 | 5 | . | 3 | . | 1 | .
O=C(Nc1nc(-c2ccc3c(c2)OCCO3)cs1)c1ccc(S(=O)(=O)N2CCCCC2)cc1 | 84 | 2 | ? | 97 | 1 | 100 | 14 | 102
O=C(NCc1ccccc1Cl)c1ccccc1Oc1ccccc1 | 98 | -10 | 2 | 100 | 2 | 102 | 10 | 90
